# Assay outcomes (PubChem)
# Vif-APOBEC3F blk = inhibitors of Vif-A3F interaction; Potency, µM (titrated, usually from 46.1 µM), for inactives: at the top dose activity, negative = active; HeLa A3F-eYFP + Vif (tagged APOBEC3F with the HIV-1 protein that degrades it), YFP fluorescence increase; actives 0.2% (n = 390,000); also: % of control where 0% means no effect; nearly all actives have a fitted effect of over 65% in size
#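 Fluorescence increase (Ex 488/Em 500-530) after overnight compound treatment at 37 deg C flags inhibition of Vif-driven A3F-eYFP loss in stable HeLa A3F-eYFP/Vif cells seeded overnight beforehand.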
# rTrxR1 inhibitor = blocks rat thioredoxin reductase 1. O89049. recombinant rTrxR1, NADPH fluorescence consumption, selenite substrate. Potency, µM (titrated, usually from 114 µM), for inactives: at the top dose activity change, negative = inhibition, actives largely listed as inhibitors. actives 1% (n = 390,000); also: % is scaled to controls: 0 for no effect and ±100 for the full control effect; nearly all actives have a fitted effect of over 65% in size
#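 Rat TrxR1 (90 nM in the dispensed reagent) was pre-reduced with 400 uM NADPH for 5 min at room temperature, then incubated with compound for 15 min. After 400 uM selenite was added, NADPH fluorescence (Ex 340/Em 450 nm) was followed for 8 min.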
# mIDH1 inhibitor = inhibitors of human mutant IDH1 R132H; O75874; IDH1-R132H enzyme, NADPH consumption, diaphorase/resazurin fluorescence; Potency, µM (top dose mostly 76.6 µM), inactives show at the highest dose activity change, negative = inhibition, hits mostly inhibitors; actives 0.093% (n = 390,000); AID 602179; also: % is scaled to controls: 0 for no effect and ±100 for the full control effect; nearly all actives have a fitted effect of over 65% in size
# Target sequence (O75874 whole entry R132H, stated change not applied): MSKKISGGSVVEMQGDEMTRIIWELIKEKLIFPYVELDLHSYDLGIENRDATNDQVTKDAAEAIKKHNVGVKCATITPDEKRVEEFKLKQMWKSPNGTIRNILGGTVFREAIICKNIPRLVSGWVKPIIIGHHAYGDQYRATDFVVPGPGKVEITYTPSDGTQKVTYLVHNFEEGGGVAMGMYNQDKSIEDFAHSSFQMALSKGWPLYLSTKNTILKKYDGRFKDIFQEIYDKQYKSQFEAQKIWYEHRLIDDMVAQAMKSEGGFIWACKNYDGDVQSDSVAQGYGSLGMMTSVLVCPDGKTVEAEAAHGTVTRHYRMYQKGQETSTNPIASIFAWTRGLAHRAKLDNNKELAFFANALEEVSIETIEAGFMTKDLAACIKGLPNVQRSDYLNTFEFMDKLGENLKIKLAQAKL
#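 IDH1-R132H (0.5 ug/mL dispensed) in pH 7.5 Tris buffer was preincubated 30 min with compound, then given a substrate mix of 0.016 mM NADPH and 2 mM alpha-KG for 80 min at room temperature; remaining NADPH was read by diaphorase/resazurin fluorescence.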
# ALOX12 inh = blocks human arachidonate 12S-lipoxygenase. actives 1.1% (n = 580,000). Potency, µM (series often up to 108 µM), without a hit: top-dose activity change, negative = inhibition, hits mostly inhibitors. P18054. purified 12hLO, xylenol orange hydroperoxide absorbance. AID 1671190; also: % is scaled to controls: 0 for no effect and ±100 for the full control effect
#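 Purified human 12hLO (150 nM final) in 25 mM Hepes, 0.01% Triton X-100, pH 7.0 was preincubated 15 min at room temperature with compound. Then 40 uM arachidonic acid was added, 30 min. Hydroperoxide was read by Fe-XO absorbance ratio 573/405 nm.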
# RXFP1 agonist = activates the human relaxin receptor RXFP1 | Q9HBX9 | HEK293T-RXFP1 cAMP TR-FRET, 30 min; response scale: percent of porcine relaxin response, buffer zero | Potency, µM (top dose mostly 57.5 µM), for the others: at the highest dose activation, hits mostly activators | actives 0.3% (n = 370,000) | AID 2676; also: % is scaled to controls: 0 for no effect and ±100 for the full control effect; nearly all actives have a fitted effect of over 60% in size; many of its hits are not listed in these tables
#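 HEK293 cells stably expressing RXFP1, treated 30 min at 37C with compounds plus PDE4 inhibitor Ro 20174; cAMP measured by HTRF TR-FRET. Normalized to buffer and 29 nM porcine relaxin; EC50 by Hill fit.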
# Vif-APOBEC3G blk = blocks the Vif interaction with human APOBEC3G; Q9HC16; HeLa A3G-eYFP + Vif (tagged APOBEC3G with the HIV-1 protein that degrades it), YFP fluorescence, overnight; Potency, µM (titrated, usually from 46.1 µM), inactives show at the top dose activity, negative = active, usual class: inhibitors; actives 0.076% (n = 410,000);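 also: % is scaled to controls: 0 for no effect and ±100 for the full control effect; nearly all actives have a fitted effect of over 60% in size; hits raise eYFP signal because A3G escapes Vif-driven loss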
# Target sequence (Q9HC16 whole entry, looked up): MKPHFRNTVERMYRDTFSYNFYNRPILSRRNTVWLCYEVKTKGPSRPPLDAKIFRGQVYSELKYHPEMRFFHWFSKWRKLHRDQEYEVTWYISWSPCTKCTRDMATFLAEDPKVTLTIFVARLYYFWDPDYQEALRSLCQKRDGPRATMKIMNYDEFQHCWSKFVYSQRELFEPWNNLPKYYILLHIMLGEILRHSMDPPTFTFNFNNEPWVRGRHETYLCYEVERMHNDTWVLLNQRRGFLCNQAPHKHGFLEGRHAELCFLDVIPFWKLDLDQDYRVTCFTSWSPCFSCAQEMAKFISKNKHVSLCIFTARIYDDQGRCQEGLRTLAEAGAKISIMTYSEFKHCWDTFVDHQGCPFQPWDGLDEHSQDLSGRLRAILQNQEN
#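 HeLa cells stably expressing Vif and C-terminally eYFP-tagged A3G, seeded overnight at 37 deg C, then exposed to compound by pintool overnight at 37 deg C. Rise in yellow fluorescence (Ex 488/Em 500-530, Acumen) marks blocked Vif-driven A3G degradation.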
# RGS4 inh = inhibitors of human regulator of G protein signaling 4. Transcreener GDP fluorescence polarization, RGS4-accelerated GTP hydrolysis. Potency, µM (series often up to 114 µM), for the others: at the highest dose activity change, negative = inhibition, most hits filed as inhibitors. actives 0.039% (n = 390,000); also: % is scaled to controls: 0 for no effect and ±100 for the full control effect; nearly all actives have a fitted effect of over 75% in size; some results filed as inactive show a strong effect at the top dose
# Target sequence (P49798 whole entry, looked up): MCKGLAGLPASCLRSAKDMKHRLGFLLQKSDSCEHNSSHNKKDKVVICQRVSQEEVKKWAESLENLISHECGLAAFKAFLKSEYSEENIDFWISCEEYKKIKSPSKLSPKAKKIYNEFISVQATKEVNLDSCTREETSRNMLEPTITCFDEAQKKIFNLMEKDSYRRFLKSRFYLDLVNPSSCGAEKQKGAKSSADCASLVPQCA
#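 MLSMR compounds (23 nl, pin-transferred) preincubated 10 min at room temperature with a 500nM (2x) first reagent, then RGS4 at 900nM (2x) plus Transcreener GDP mix added; fluorescence polarization (620/688 nm) read before and after 90 min at 30 °C.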
# TrxR1 substrate = rat thioredoxin reductase 1 substrate activity; O89049; purified TrxR1 substrate turnover, NADPH consumption readout; Potency, µM (titrated, usually from 114 µM), inactives show top-dose activity change, negative = substrate turnover; actives 0.01% (n = 390,000); AID 588456; also: % is scaled to controls: 0 for no effect and ±100 for the full control effect; nearly all actives have a fitted effect of over 50% in size
#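 Rat TrxR1, dispensed at 90 nM, was prereduced with 400 uM NADPH (final) for 5 min at ~22 deg C, then incubated with compound 15 min before 400 uM selenite. A first-read NADPH fluorescence drop versus no-compound background flagged substrates.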
# USP1 inh = USP1/UAF1 (human) deubiquitinase inhibition. O94782. recombinant USP1/UAF1, Ub-Rhodamine cleavage fluorescence. Potency, µM (doses to about 57.1 µM), for the others: top-dose activity change, negative = inhibition, usual class: inhibitors. actives 0.23% (n = 390,000). AID 743255; also: % is scaled to controls: 0 for no effect and ±100 for the full control effect; nearly all actives have a fitted effect of over 60% in size; inactives centre near -12
#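 USP1/UAF1 complex at 1 nM was preincubated with compound for 15 min at room temperature, then Ub-Rho substrate (150nM final) was added. Fluorescence (480/540 nm) was read kinetically, 6 reads every 60 seconds.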
# The depositor's hits bear a star; ? = inconclusive; nt = no result given; & = joins results of further samples; [ ] = dose if it differs, or a comment. Calls follow the shape of the dose curve; as a rule, active = well fitted curve in the direction sought with a large enough effect; inconclusive = small, poorly fitted or top-dose-only effect, or another doubt; inactive = no such curve, though single readings can be large; an effect the other way counts as inactive or inconclusive. Potency is read from the fitted curve at half-maximal effect.
# The opening 6 records, to show the layout:
SMILES,Vif-APOBEC3F blk,rTrxR1 inhibitor,mIDH1 inhibitor,ALOX12 inh,RXFP1 agonist,Vif-APOBEC3G blk,RGS4 inh,TrxR1 substrate,USP1 inh
CCOc1ccc(CNC(=O)c2cc(-c3ccc(Cl)s3)nc3ccccc23)cc1,?,36%,-19%,3%,18%,4%,12%,45%[activator],8%
Cc1cc(NC(=O)CSc2nc(=O)cc(N)n2-c2ccc(C)c(C)c2)no1,-2%,27%,-11%,14%,-1.4%,3%,2%,3%,-10%
Cc1ccccc1Cn1c(COc2ccc(Cl)cc2)nc2ccccc21,nt,21%,nt,-26%,-2.1%,nt,-40%,10%,-21%
CS(=O)(=O)N(CC(=O)N1CCC(C(N)=O)CC1)c1ccc(Cl)c(C(F)(F)F)c1,-2%,-1%,-2%,-20%,0.2%,0%,2%,13%[57.1 µM],-8%
Cc1cc(C)nc(NC(=O)c2c(-c3ccccc3Cl)noc2C)n1,-4%,13%,1%,1%,-1.8%,-1%,5%,2%,-21%
COc1ccc(S(=O)(=O)CCC(=O)N2CCN(c3ccc([N+](=O)[O-])cc3)CC2)cc1,4%,2%,-18%,?,1.0%,0%,-9%,-4%,-25%

# Results, from the first entry:
SMILES,Vif-APOBEC3F blk,rTrxR1 inhibitor,mIDH1 inhibitor,ALOX12 inh,RXFP1 agonist,Vif-APOBEC3G blk,RGS4 inh,TrxR1 substrate,USP1 inh
CCOc1ccc(CNC(=O)c2cc(-c3ccc(Cl)s3)nc3ccccc23)cc1,?,36%,-19%,3%,18%,4%,12%,45%[activator],8%
Cc1cc(NC(=O)CSc2nc(=O)cc(N)n2-c2ccc(C)c(C)c2)no1,-2%,27%,-11%,14%,-1.4%,3%,2%,3%,-10%
Cc1ccccc1Cn1c(COc2ccc(Cl)cc2)nc2ccccc21,nt,21%,nt,-26%,-2.1%,nt,-40%,10%,-21%
CS(=O)(=O)N(CC(=O)N1CCC(C(N)=O)CC1)c1ccc(Cl)c(C(F)(F)F)c1,-2%,-1%,-2%,-20%,0.2%,0%,2%,13%[57.1 µM],-8%
Cc1cc(C)nc(NC(=O)c2c(-c3ccccc3Cl)noc2C)n1,-4%,13%,1%,1%,-1.8%,-1%,5%,2%,-21%
COc1ccc(S(=O)(=O)CCC(=O)N2CCN(c3ccc([N+](=O)[O-])cc3)CC2)cc1,4%,2%,-18%,?,1.0%,0%,-9%,-4%,-25%
Cc1ccc(/C=C/C(=O)c2ccccc(=O)c2O)c(C)c1,-17%,-67%,7%,32µM*,16%,-23%,-47%,1%[57.1 µM],?
O=C(NNC1=C(C(=O)C(F)(F)F)CCC1)c1ccncc1,-1%,13%[57.1 µM],-4%,0%,0.2%,-2%,-13%,-2%,-13%
O=C(/C=C/c1ccc2c(c1)OCO2)NCc1ccc(F)cc1,6%,-2%,-2%,9%,2.4%,1%,-7%,8%,-6%
CSCc1nc2scc(-c3ccccc3)c2c(=O)[nH]1,8%,14%[11.4 µM],7%,-9%,11%,1%,-7%,2%[57.1 µM],-20%
CC(=O)c1ccc(N2CCN(C(=O)c3cc4c(-c5ccccc5F)nn(C)c4s3)CC2)cc1,5%,26%[57.1 µM],-6%,31%[activator][57.4 µM],1.3%,3%,12%,-4%,-5%
Cc1ccc(CNC(=O)Cn2cc(S(=O)(=O)Cc3ccccc3Cl)c3ccccc32)cc1,-1%,12%,0%,?,-0.8%,2%,-1%,-8%,-18%
CN1CCCC(OC(=O)c2cc(F)c(F)c(F)c2F)C1 (stereo not given),9%,6%[57.1 µM],1%,?,-0.9%,1%,1%,9%[57.1 µM],?
Cc1cc(NC(=O)c2ccccc2C)no1,-4%,4%[57.1 µM],0%,?,-1.6%,-1%,14%,10%[57.1 µM],-3%
Cc1ccccc1-c1cc(-c2ccccc2O)n[nH]1,-3%,0%,5%,?,0.3%,-10%,-30%[11.4 µM],-3%[57.1 µM],-16%
COc1ccccc1C(=O)NCC(=O)N1CCN(c2ncccn2)CC1,4%,11%,-3%,11%,-0.2%,3%,17%,-2%,-14%
O=C(NC(=S)Nc1ncccn1)c1ccccc1Br,14%,21%,0%,?,-0.6%,0%,-32%,5%,-25%
COc1ccc(OCC(=O)Nc2cc(S(=O)(=O)N3CCCC3)ccc2Cl)cc1,5%,-10%,0%,0%,-0.8%,2%,-12%,-9%,-10%
O=C(COC(=O)c1cc(S(=O)(=O)N2CCOCC2)ccc1O)NCc1ccc2c(c1)OCO2,-1%,0%,2%,0%,0.7%,-1%,1%,3%,-16%
Cc1c(O)ccc(C(=O)CN2CCN(Cc3ccc4c(c3)OCO4)CC2)c1O,-2%,?,5%,36%[activator],-0.4%,-3%,4%,-3%,-21%

# Grouped by structure: those above containing an NH in an aromatic ring.
SMILES,Vif-APOBEC3F blk,rTrxR1 inhibitor,mIDH1 inhibitor,ALOX12 inh,RXFP1 agonist,Vif-APOBEC3G blk,RGS4 inh,TrxR1 substrate,USP1 inh
CSCc1nc2scc(-c3ccccc3)c2c(=O)[nH]1,8%,14%[11.4 µM],7%,-9%,11%,1%,-7%,2%[57.1 µM],-20%
Cc1ccccc1-c1cc(-c2ccccc2O)n[nH]1,-3%,0%,5%,?,0.3%,-10%,-30%[11.4 µM],-3%[57.1 µM],-16%

# Continued.
SMILES,Vif-APOBEC3F blk,rTrxR1 inhibitor,mIDH1 inhibitor,ALOX12 inh,RXFP1 agonist,Vif-APOBEC3G blk,RGS4 inh,TrxR1 substrate,USP1 inh
O=c1/c(=C/c2ccco2)sc2n1CN(c1cccc(Br)c1)CN=2,3%,?,0%,37%[activator],-2.3%,-1%,-6%,-10%,-25%
CNC(=S)N1N=C(c2cccs2)CC1c1ccc(F)cc1 (stereo not given),-10%,23%,10%,-17%,3.4%,-24%,11%,2%,-25%
O=C(COc1cccc(-n2cnnn2)c1)Nc1ccccc1,-3%,14%,7%,-26%,-1.6%,2%,15%,3%,-2%
CCOC(=O)c1ccc(CC2S/C(=C(\C#N)C(C)=O)NC2=O)cc1 (stereo not given),-15%,-25%,1%,0%[57.4 µM],-1.2%,-14%,-16%,-20%,-15%
CC(=O)Nc1sc(C)c(C)c1C(=O)OCC(=O)NC(C)c1ccccc1 (stereo not given),-12%,16%,7%,-23%,-1.5%,0%,-12%,18%,-14%
CSc1nnc(CCNC(=O)OC(C)(C)C)o1,-9%,32%,3%,-3%,3.2%,2%,-8%,2%,-14%
O=C(Nc1ccc2c(c1)OCO2)C1CCN(S(=O)(=O)c2ccc3c(c2)OCCO3)CC1,-1%,27%,4%,1%,0.3%,0%,-2%,8%,-9%
CCOC(=O)c1cc2c(=O)n3ccccc3nc2n(Cc2ccco2)c1=NC(=O)c1cccnc1,7%,?,8%,?,6.2%,1%,?,198%[activator][57.1 µM],-11%
Cc1ccc2c(c1)N(CC(=O)NCCCN1CCCCC1C)C(=O)c1cccnc1O2 (stereo not given),4%&8%,-23%&4%,0%&16%,0%&-2%,4.1%&2.6%,4%&-3%,-21%[11.4 µM],-6%&1%,-23%&2%
O=S(=O)(NC1c2cccc3cccc(c23)C1N1CCNCC1)c1ccccc1 (stereo not given),5%,-16%,0%,-7%,1.9%,2%,-16%,2%,-18%
COc1ccc(OC)c(N=Nc2c(O)c3ccccc3[nH]c2=O)c1,-12%,7%,-9%,-1%,nt,-4%,?,-6%,-16%
Cc1ccsc1C(=O)OCC(=O)N1C(C)CCCC1C (stereo not given),-5%,22%,8%,5%,nt,0%,3%,-1%,-24%
O=C(NC(=S)NNC(=O)c1cc2ccccc2cc1O)c1ccco1,-11%,-46%,13%,?,-0.8%,0%,-48%,-16%,-6%
O=C(CC1SC(N2CCOCC2)=NC1=O)Nc1ccccc1Cl (stereo not given),6%,-1%,2%,5%,-1.8%,-3%,15%,-2%,-10%
CC(=O)c1c(C)[nH]c(C(=O)CN2C(=O)NC(C)(c3ccc4c(c3)OCO4)C2=O)c1C (stereo not given),-11%,-6%,6%,0%,0.3%,-4%,21%,-3%,-10%
CCOC(=O)c1ccc(N2CCN(c3cc(C)ccc3C)CC2)c(NC(=O)Nc2ccc(Cl)cc2)c1,-4%,17%[57.1 µM],-15%,?,1.9%,3%,-8%,2%[57.1 µM],-10%
O=C(c1cc(-c2ccc(F)cc2)on1)N1CCCc2ccccc21,3%,8%,1%,13%,0.8%,-3%,-15%,-2%,-15%
O=C(CCCc1nc(-c2ccccc2Cl)no1)NCc1cccnc1,2%,1%,5%,-14%,-0.5%,1%,-19%,2%,-10%
Cc1cc(C)c(C)c(OCCCN(C)C)c1,-13%,-7%,1%,?,2.3%,0%,23%,-4%,-11%

# These rows are one share of the data; rates above refer to the full screens.
